FBW7 activator: activators of human E3 ligase FBW7; Q969H0; AlphaScreen FBW7–phospho-cyclin E peptide binding, activator screen; normalized activity (activation), % at 26.1 µM; 0.13% of 650,000 active; AID 1259310; in the data active = normalized activity above about 1.9%;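 note: purified mutant Fbw7 with reduced substrate affinity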
MITF primary: inhibitors of human MITF. AID 1259374. AlphaScreen MITF homodimerization, bead proximity signal. inhibition, % at 2.6 µM. 0.91% of 650,000 active; in the data active = inhibition above about 50%;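 note: 0% = vehicle wells with protein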
Target sequence (O75030 whole entry, looked up): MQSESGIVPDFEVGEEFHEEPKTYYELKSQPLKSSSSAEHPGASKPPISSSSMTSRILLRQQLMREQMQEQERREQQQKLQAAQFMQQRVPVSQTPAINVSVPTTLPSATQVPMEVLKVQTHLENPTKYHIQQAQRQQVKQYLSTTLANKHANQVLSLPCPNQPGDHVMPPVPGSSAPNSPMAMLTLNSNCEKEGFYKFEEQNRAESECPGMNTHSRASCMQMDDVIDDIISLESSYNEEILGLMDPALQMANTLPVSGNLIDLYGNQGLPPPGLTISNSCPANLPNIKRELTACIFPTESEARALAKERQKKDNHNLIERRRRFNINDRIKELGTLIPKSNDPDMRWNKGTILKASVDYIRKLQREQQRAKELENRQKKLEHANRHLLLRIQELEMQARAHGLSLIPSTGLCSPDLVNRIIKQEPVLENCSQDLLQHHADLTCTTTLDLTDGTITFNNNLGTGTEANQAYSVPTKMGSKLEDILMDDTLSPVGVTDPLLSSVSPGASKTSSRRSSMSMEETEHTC
TEAD-YAP block: TEAD-YAP interaction inhibition; HEK-TIYL cells, TEAD-Gal4/YAP UAS-luciferase luminescence; inhibition, % at 9.12 µM; 1.4% of 640,000 active; AID 1259422; in the data active = inhibition above about 32%;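 note: 0% = median of test compound wells and 100% = reference inhibitor wells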
GPR151 ag: human GPR151 activation; Q8TDV0; PathHunter beta-arrestin GPR151 cells, luminescence; activation, % at 11.2 µM; 1% of 650,000 active; in the data active = activation above about 4.9%;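 note: 0% = median of compound wells and 100% = cells with positive control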
Target sequence (Q8TDV0 whole entry, looked up): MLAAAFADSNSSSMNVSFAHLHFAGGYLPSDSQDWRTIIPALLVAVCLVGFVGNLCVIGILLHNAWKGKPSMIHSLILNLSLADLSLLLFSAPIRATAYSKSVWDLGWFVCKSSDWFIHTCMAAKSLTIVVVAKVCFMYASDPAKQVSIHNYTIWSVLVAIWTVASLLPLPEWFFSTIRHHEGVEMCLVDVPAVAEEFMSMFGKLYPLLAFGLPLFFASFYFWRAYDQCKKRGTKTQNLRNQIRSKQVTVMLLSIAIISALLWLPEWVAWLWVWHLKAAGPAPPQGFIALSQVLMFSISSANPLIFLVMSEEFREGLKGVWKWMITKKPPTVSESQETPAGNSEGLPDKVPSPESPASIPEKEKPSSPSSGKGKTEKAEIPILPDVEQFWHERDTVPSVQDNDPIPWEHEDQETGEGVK
The depositor's hits bear a star.

| mol | FBW7 activator | TEAD-YAP block | MITF primary | GPR151 ag |
| --- | --- | --- | --- | --- |
| CCSc1nc(-c2cccc(OC)c2)nc2c1Cc1c(CO)cnc(C)c1O2 | 0.0 | 7 | 3 | 2.2 |
| O=c1[nH]c2sc3c(c2c(=O)n1-c1cccc(Cl)c1)CCCC3 | -0.1 | -3 | 0 | -1.1 |
| CCN(CC)CCN(C(C)=O)c1nc2cc(C)cc(C)c2s1 | 0.3 | 8 | 2 | 2.0 |
| O=C(NCCN1CCCC1)C1CCN(S(=O)(=O)N2CCC3(CC2)OCCO3)CC1 | -0.2 | 4 | -3 | -0.8 |
| COc1cc(NC(=O)Cc2cn(-c3ccc(Nc4ccncn4)nn3)c3ccccc23)cc(OC)c1OC | -0.1 | 2 | 13 | -0.7 |
| O=C(CN1CCCC1)N1CCCc2c1c(=O)oc1ccc(OCc3ccccc3)cc21 | 0.0 | 7 | 0 | 1.3 |
| Cc1cccc(C(=O)O/N=C(\N)c2ccc(Br)cc2)c1 | -0.1 | -6 | 6 | 0.4 |
| CC(C)N(C(=O)CN1CCC2(CC1)NC(=O)c1ccccc1O2)C(C)C | 0.7 | 10 | 5 | 1.1 |
| COc1ccc(-c2cc(C(F)F)n3ncc(C(=O)N4CCCCC4)c3n2)cc1 | 0.1 | -7 | -2 | -0.5 |
| COC(=O)c1ccccc1NC(=O)/C=C/c1cccc(Cl)c1 | 0.6 | -15 | 3 | -0.5 |
| O=C(C1CN(Cc2ccccc2)CCN1C(=O)c1ccco1)N1CCOCC1 (stereo not given) | 0.1 | 2 | 12 | -0.6 |
| CCCCN(CC)C(=O)c1sc2ncn(Cc3ccccc3Cl)c(=O)c2c1C | -0.2 | 3 | 0 | -0.9 |
| CC1CCN(c2nc3c(c(=O)[nH]2)CCN(C(=O)c2ccco2)C3)CC1 | 0.0 | -11 | -3 | -0.1 |
| O=C(Cn1c(=O)oc2ccccc21)NCC1COc2ccccc2O1 (stereo not given) | -0.1 | -6 | -5 | -1.3 |
| COc1ccc(S(=O)(=O)N2CCN(Cc3ccncc3)CC2)cc1 | -0.1 | -3 | 69* | -1.2 |
| O=C(O)CCN1C(=O)c2ccc(F)cc2C1=O | 0.1 | -8 | 6 | -1.8 |
| C=CCSc1nc2c(cnn2-c2ccccc2)c(=O)n1N | 0.0 | -55 | 10 | 0.1 |
| Cc1ccc(N2C(=O)NC(=O)/C(=C/c3ccsc3)C2=O)cc1Cl | -0.1 | 6 | 1 | 0.6 |
| O=C(Nc1nc(CCC(=O)N2CCN(c3ccc(F)cc3)CC2)cs1)c1ccccc1 | 0.1 | 5 | 3 | 1.1 |
| O=C(NNc1ccccc1)c1c(O)c2ccccc2oc1=O | 0.1 | -9 | 10 | 0.2 |
| CCCCOc1ccc(-c2nc(C=Nc3ccc(Br)cc3C(=O)c3ccc(Cl)cc3Cl)c(O)o2)cc1 | 0.0 | 1 | 7 | -1.1 |
| Nc1nc(NCCCN2CCCC2=O)cc(NCCCN2CCCC2=O)n1 | -0.1 | 3 | 9 | -0.6 |
| COC(=O)c1ccc(NC(=S)Nc2c(C)n(C)n(-c3ccccc3)c2=O)cc1 | -0.2 | 4 | 9 | 1.4 |
| CN1C(=O)CC(CC(=O)N2CCCN(C=O)CC2)(c2ccc(-c3ccccc3)cc2)C1=O (stereo not given) | 0.0 | 3 | -3 | -0.6 |
| CSc1nc(-c2ccccc2)nc(N2CCN(C)CC2)c1C(C)=O | 0.3 | 2 | 17 | -0.6 |
| CCCNC[C@H](O)COc1ccccc1C(=O)CCc1ccccc1 | 0.0 | -1 | -12 | 0.7 |
| COc1ccc(NC(=O)c2cc3c(CO)cnc(C)c3oc2=Nc2ccc(Oc3ccccc3)cc2)cc1 | 0.0 | -4 | 3 | 2.0 |
| COc1ccc(NC(=O)Cc2ccc(C)cc2)cc1Cl | 0.1 | -27 | 14 | -1.1 |
| COc1ccc(NC(=O)CSC(N)=O)cc1 | 0.3 | 2 | 18 | -0.8 |
| COc1ccccc1/C=C/c1nc2ccccc2c(=O)o1 | 0.0 | -54 | 7 | -7.4 |
| COc1ccccc1NC(C)C(=O)N/N=C(\C)c1ccc2ccccc2c1 (stereo not given) | -0.1 | 7 | 20 | 2.5 |
| Cc1csc(CNC(=O)c2cccc(OC3CCN(Cc4ccncc4)CC3)c2)n1 | 0.3 | 23 | 13 | 0.8 |
| CCOc1ccc(N(CC(=O)Nc2ccccc2)C2=NCCS2)cc1 | -0.3 | -4 | 2 | 4.3 |
| CC(C)(C)NC(=O)c1ccccc1NC(=O)c1ccc2c(c1)OCO2 | -0.2 | 4 | -3 | 0.3 |
| OC[C@H]1O[C@@](CO)(O[C@H]2O[C@H](CO)[C@@H](O)[C@H](O)[C@H]2O)[C@@H](O)[C@@H]1O | 0.0 | -5 | -8 | -0.5 |
| Cc1cccc(-n2nc([N+](=O)[O-])c(=NCc3ccc(F)cc3)n2O)c1 | -0.6 | 0 | 19 | 1.0 |
| Cc1ccc(C(=O)COC(=O)CNC(=O)COc2ccccc2C)cc1C | 0.8 | -2 | -9 | -0.3 |
| COc1cc(C(=O)NNC(=O)c2ccc(NC(C)=O)cc2)cc(OC)c1OC | -0.1 | -3 | 5 | 0.0 |
| CC(=O)c1cccc(N=Cc2ccccc2O)c1 | 0.3 | 11 | 3 | -0.4 |
| COC(=O)Cc1nc2sc3c(c2c(=O)[nH]1)CCCC3 | -0.1 | -6 | -3 | 1.2 |
| Cc1ccc(-n2ncc3c(NCc4ccccc4)ncnc32)c(C)c1 | -0.1 | -7 | 5 | 1.6 |
| COc1ccccc1/C=C/c1nn2c(-c3ccncc3)nnc2s1 | -0.3 | 4 | 3 | -1.4 |
| Cc1ccc(S(=O)(=O)N(CC(=O)N2CCCC2)c2cccc(C)c2C)cc1 | -0.3 | 1 | 4 | -0.5 |
| O=[N+]([O-])c1ccc2nc(C(O)C(O)c3nc4ccc([N+](=O)[O-])cc4[nH]3)[nH]c2c1 (stereo not given) | 0.2 | -4 | 14 | -0.1 |
| COc1ccc(CCC(=O)N(C)CC(=O)Nc2ccc(N3CCOCC3)cc2)cc1 | 0.4 | -2 | 2 | -1.0 |
| O=C(Nc1nnc(C2CCCCC2)s1)c1cccs1 | 0.1 | -46 | -3 | 1.8 |
| CCOC(=O)c1sc2nc(SCc3ccc(Cl)cc3)n(Cc3ccccc3)c(=O)c2c1C | 0.0 | -6 | 2 | 0.9 |
| C=CCNC(=S)NNC(=O)c1ccc(OC(C)C)cc1 | 0.0 | -3 | -2 | -1.9 |
| COC(=O)c1ccccc1NC(=O)Nc1ccc(C(=O)N2CCOCC2)cc1 | -0.1 | 3 | -9 | -0.3 |
| Cc1c(C(=O)NCCN2CCOCC2)sc2ncn(CC(=O)N3CCCCC3C)c(=O)c12 (stereo not given) | 1.8 | -4 | 20 | -0.2 |

Continuation.
| mol | FBW7 activator | TEAD-YAP block | MITF primary | GPR151 ag |
| --- | --- | --- | --- | --- |
| CC(=O)C1=C(C)Nc2ncnn2C1c1ccc(O)cc1 (stereo not given) | 0.1 | 3 | -2 | -0.9 |
| COc1ccc(-c2cccc3c2OC(CNC(=O)c2cnc4ccccn4c2=O)C3)nn1 (stereo not given) | -0.1 | 0 | -2 | -0.4 |
| CCc1cc(I)ccc1NC(=S)NC(C)=O | 0.3 | 7 | -9 | 0.2 |
| Cc1nc(NC(=S)NC(=O)c2ccccc2[N+](=O)[O-])ccc1I | -0.2 | -2 | 5 | 0.3 |
| O=C(c1cc2ccccn2n1)N1CCCCC1 | -0.1 | -15 | 0 | 3.4 |
| Cc1cc(-n2c(=S)sc3c(=O)n(-c4ccccc4F)c(=S)[nH]c32)ccc1Cl | 0.1 | -1 | -3 | 1.1 |
| NC1=NC(=O)/C(=C/c2cccc(O)c2Cl)S1 | 0.0 | 25 | 3 | 2.5 |
| C=CCN1C(=O)C(O)(CC(=O)c2cccc(Br)c2)c2ccccc21 (stereo not given) | 0.2 | 9 | 4 | 1.8 |
| CCOc1ccc(NS(=O)(=O)c2ccc(NS(C)(=O)=O)cc2)cc1 | 0.0 | -6 | 9 | 1.3 |
| CCCCCC1CCC(c2ccc(-c3noc(-c4ccc(OC)cc4)n3)cc2)CC1 (stereo not given) | -0.2 | 3 | -10 | 2.1 |
| CCOC(=O)c1c(-c2ccccc2)oc2c1cc(OC(=O)c1ccc(OC)cc1)c1ccccc12 | 0.0 | 0 | -2 | 0.3 |
| CCN(CC)CCNc1ccnc2c1ccc1nsnc12 | -0.1 | 4 | 7 | 1.2 |
| O=C(Nc1ccc(C23CC4CC(CC(C4)C2)C3)cc1)c1cnc2n(c1=O)CCS2 | -0.1 | 4 | -3 | 2.6 |
| Cc1cc(NC(=O)CSc2cn(Cc3ccc(F)cc3)c3ccccc23)no1 | 0.2 | 6 | 14 | 1.0 |
| CCCN1C(=O)C(C)(C)COc2ccc(NC(=O)CCc3ccccc3)cc21 | 1.8 | -7 | 7 | -1.1 |
| CCOC(=O)c1c(NC(=O)c2ccc(F)cc2)sc(C(=O)Nc2cccc(Cl)c2C)c1C | -0.2 | -8 | -4 | -0.2 |
| COc1cc(-c2nnc(CSc3nnc(C)n3C)o2)cc(OC)c1OC | 0.0 | 6 | 3 | 0.6 |
| CC(C)CCNS(=O)(=O)c1ccc2c(c1)OCC(=O)N2 | -0.1 | 3 | -4 | 2.6 |
| Cc1ccccc1CN1CCC2(CC1)CC2C(=O)NCCCn1ccnc1 (stereo not given) | 0.1 | -4 | 11 | 0.7 |
| COc1cc(/C=C(\C#N)c2nc3ccccc3c(=O)[nH]2)ccc1OCc1ccccc1Cl | 0.1 | 6 | 5 | -0.6 |
| O=C(NC1CC1)c1ccc(-c2cnn3c(NCCc4cccnc4)ccnc23)cc1 | -0.5 | -5 | 18 | 1.9 |
| COc1ccc(N(C(=O)Nc2cccc(C)c2)C2=NCCC2)cc1Cl | 0.0 | -18 | -3 | -0.1 |
| O=C1C2C3c4ccccc4C(c4ccccc43)C2C(=O)N1Cc1ccccc1 (stereo not given) | -0.1 | 3 | 3 | -0.4 |
| CCN(Cc1ccncc1)Cc1ccc2c(c1)CN(C(=O)c1ccc(C)cc1)CCO2 | 0.0 | -7 | 5 | -0.3 |
| CCN(CC)c1ccc(NC(=O)c2ccc(C(C)(C)C)cc2)cc1 | 0.0 | -3 | 24 | 0.7 |

The last four records of the section above are carried over, then new ones follow:
| mol | FBW7 activator | TEAD-YAP block | MITF primary | GPR151 ag |
| --- | --- | --- | --- | --- |
| COc1ccc(N(C(=O)Nc2cccc(C)c2)C2=NCCC2)cc1Cl | 0.0 | -18 | -3 | -0.1 |
| O=C1C2C3c4ccccc4C(c4ccccc43)C2C(=O)N1Cc1ccccc1 (stereo not given) | -0.1 | 3 | 3 | -0.4 |
| CCN(Cc1ccncc1)Cc1ccc2c(c1)CN(C(=O)c1ccc(C)cc1)CCO2 | 0.0 | -7 | 5 | -0.3 |
| CCN(CC)c1ccc(NC(=O)c2ccc(C(C)(C)C)cc2)cc1 | 0.0 | -3 | 24 | 0.7 |
| CC[n+]1cccc(-c2nc3ccccc3o2)c1 | -0.1 | 2 | 3 | 0.3 |
| CCN(CC)S(=O)(=O)c1cc([N+](=O)[O-])ccc1N/N=C(\C)c1ccc(C#N)cc1 | 0.4 | -4 | -7 | 1.2 |
| OCc1cccc(-c2cnc3ccc(NCc4ccc5c(c4)OCO5)nn23)c1 | 0.4 | 16 | 3 | -0.6 |
| COc1ccc(S(=O)(=O)NCc2nc(-c3ccc(C)cc3)no2)cc1 | -0.2 | -2 | -1 | 1.4 |
| O=C(NNC(=S)NC(=O)c1ccc(-c2ccc(Br)cc2)o1)c1ccncc1 | -0.1 | 3 | -8 | 0.4 |
| COc1cccc(-n2nnnc2SCC(=O)Nc2c(C)cccc2C)c1 | 0.0 | -14 | 2 | 0.1 |
| COC(=O)C(NC(=O)c1ccc(Cl)cc1)C(F)(F)F (stereo not given) | -0.2 | 2 | 0 | -1.8 |
| O=C(NC1CC1)c1ccc2nc(NCc3ccc4c(c3)OCO4)sc2c1 | 0.0 | -3 | 26 | -0.9 |
| O=[N+]([O-])c1cccc(NC(=S)Nc2cccnc2)c1 | -0.1 | 7 | 0 | -0.3 |
| CCOc1ccc(NC(=O)CSc2nc3ccccc3c(=O)n2NC(=O)CCc2c[nH]c3ccccc23)cc1 | 0.0 | 5 | -14 | -0.6 |
| O=C(Cc1cn(-c2ccc(N3CCOCC3)nn2)c2ccccc12)NCc1nc2ccccc2[nH]1 | 0.1 | -15 | 15 | -1.7 |
| Cn1c(=O)c2c(ncn2CC(=O)Nc2cccc(Cl)c2)n(C)c1=O | 0.5 | 0 | 11 | -1.2 |
| Cn1cccc1CC(=O)NNC(=O)Nc1cccc(Cl)c1 | 0.0 | 0 | 12 | -2.7 |
| CC(=O)N1CCc2cc(Br)cc(S(=O)(=O)NCc3ccc(C)o3)c21 | -0.1 | -7 | -10 | 0.8 |
| CCOC(=O)/C(C#N)=C\c1cc(Br)c(N2CCOCC2)o1 | 0.0 | -4 | 7 | -0.1 |
| NC(=O)CSc1nc(N2CCOCC2)nc(N2CCOCC2)n1 | -0.1 | 1 | 0 | 0.2 |
| O=C(O)CN(Cc1ccc(F)cc1)S(=O)(=O)c1ccc(Cl)cc1 | 0.0 | 4 | 11 | -1.2 |
| CC(C)n1cnc2c(NCCOc3ccccc3)nc(-c3ccc4[nH]ccc4c3)nc21 | 0.1 | -8 | 11 | -1.4 |
| O=C(Nc1ccccc1O)c1ccc(Br)o1 | 0.1 | -34 | 9 | -0.3 |
| O=C(OCc1cc([N+](=O)[O-])cc2c1OCOC2)c1cccs1 | -0.2 | -2 | -3 | 0.5 |
| CCCCCOc1ccc(NC(=O)C(=O)NCCOC)cc1 | 0.0 | -4 | -5 | -1.3 |
| CCCCc1ccc(-c2nc3cc(Cl)ccc3c(=O)o2)cc1 | 0.1 | -2 | 1 | -2.1 |

Screens as filed in PubChem BioAssay.
